PG9 binder: small molecules binding HIV-1 gp120 antibody PG9. TR-FRET gp120-PG9 antibody binding. inhibition, % at 6.7 µM. 0.43% of 360,000 active. AID 624416; in the data active = inhibition above about 8.5%
UHRF1 binding: UHRF1 methyl-DNA binding inhibition | Q96T88 | UHRF1 binding to methylated oligo, TR-FRET | inhibition, % at 4.4 µM | 0.75% of 370,000 active | AID 687016; in the data active = inhibition above about 21%;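 note: UHRF1 SRA domain binding a hemimethylated CpG hairpin DNA probe; 0% = median of test compound wells and 100% = reference inhibitor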
PRMT1 inh: inhibitors of human PRMT1 | Q99873 | recombinant PRMT1, activity-based probe fluorescence polarization | inhibition, % at 2.79 µM | 1.3% of 370,000 active | AID 652257;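 active = inhibition above about 21% made by adding two undisclosed values, limit read from the data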
Target sequence (Q99873 whole entry, looked up): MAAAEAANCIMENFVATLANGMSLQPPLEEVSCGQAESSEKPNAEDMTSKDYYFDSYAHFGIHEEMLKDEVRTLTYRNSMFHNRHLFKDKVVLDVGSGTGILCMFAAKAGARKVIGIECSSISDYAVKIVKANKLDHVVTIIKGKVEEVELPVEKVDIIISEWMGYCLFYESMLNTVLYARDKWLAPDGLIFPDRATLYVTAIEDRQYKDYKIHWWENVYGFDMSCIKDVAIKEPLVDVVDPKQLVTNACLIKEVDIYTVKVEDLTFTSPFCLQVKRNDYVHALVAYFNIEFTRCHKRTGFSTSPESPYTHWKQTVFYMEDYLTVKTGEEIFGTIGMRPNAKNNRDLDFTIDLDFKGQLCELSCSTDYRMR
NR1D1 modulator: modulates human Rev-erb alpha binding to DNA; 0.79% of 370,000 active; AID 1259318; Rev-erbα–FITC-DNA binding, fluorescence polarization, 90 min; P20393; activity, % at 10 µM;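 active = activity above about 14%, limit read from the data; passing the limit was not always enough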;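 note: 0% = DMSO wells with 35 nM protein and 100% = DMSO wells with 750 nM protein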
rCAG binder: binds r(CAG) RNA repeats; r(CAG) RNA repeat, TO-PRO-1 dye displacement fluorescence; 1.3% of 370,000 active; inhibition, % at 3 µM;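 active = inhibition above the plate cutoff, the mean of all test compounds on that plate plus 3 SD, cut at about 35% in these data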;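 note: 0% = DMSO alone and 100% = 100 µM mitoxantrone as full dye displacement; higher means more dye released from RNA so lower well fluorescence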
HTRA1 inhibitor: HTRA1 (human) protease inhibition; Q92743; recombinant HTRA1, FP-rhodamine activity-based probe, fluorescence polarization; inhibition, % at 5.96 µM; 0.5% of 340,000 active; in the data active = inhibition above about 36%;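 note: 0% = enzyme with DMSO and 100% = wells lacking enzyme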
TCR CD3 inh: human TCR-CD3 binding inhibition. inhibition, % at 9.4 µM. 0.37% of 360,000 active. TAMRA-labeled TCR probe fluorescence, biochemical; in the data active = inhibition above about 19%;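 note: recombinant mutant TCR 2C K166C tagged with TAMRA read by polarization; 0% = receptor in buffer alone and 100% = receptor with positive control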
ABHD4 inh: inhibitors of mouse ABHD4. 0.54% of 370,000 active. inhibition, % at 8.92 µM. purified mABHD4, FP-Rh probe fluorescence polarization. Q8VD66. AID 720543;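 active = inhibition exceeding the mean over every tested compound plus 3 SD, cut at about 30% in these data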;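 note: 0% = plate median of compound wells and 100% = S159A mutant with DMSO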
Target sequence (Q8VD66 whole entry, looked up): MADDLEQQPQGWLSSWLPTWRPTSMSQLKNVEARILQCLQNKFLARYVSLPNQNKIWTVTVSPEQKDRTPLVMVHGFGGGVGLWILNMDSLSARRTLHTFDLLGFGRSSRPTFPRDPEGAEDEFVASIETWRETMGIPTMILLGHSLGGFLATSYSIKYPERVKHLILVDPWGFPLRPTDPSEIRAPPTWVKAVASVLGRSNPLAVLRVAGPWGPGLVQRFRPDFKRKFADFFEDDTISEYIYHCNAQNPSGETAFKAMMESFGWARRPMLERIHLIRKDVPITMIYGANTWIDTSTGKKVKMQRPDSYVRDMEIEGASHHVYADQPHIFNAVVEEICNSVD
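Assay system: mABHD4 protein; medium: HEPES pH 7.0, NaCl, Pluronic buffer; dosing: 8.92 µM, single dose; schedule: 45 min + 60 min at 25 °C; signal: FP readout, ex 525 nm / em 598 nm; read-out: normalized percent inhibition of probe labeling; repeats: single replicate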
MBD2 DNA inh: blocks human MBD2 binding to methylated DNA. Q9UBB5. TR-FRET, MBD2 binding to methylated oligonucleotide. inhibition, % at 4.4 µM. 0.31% of 370,000 active. AID 686964; in the data active = inhibition above about 13%
LEDGF integ inh: blocks HIV-1 LEDGF/p75-dependent DNA integration; inhibition, % at 3.7 µM; 0.64% of 370,000 active; TR-FRET IN-LEDGF/p75 DNA integration, Eu/Cy5; AID 743269;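 active = inhibition above the screen-wide mean plus 3 SD, cut at about 13% in these data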;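 note: signal is the Cy5 over europium emission ratio at 671 and 618 nm; 0% = plate median of compound wells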
Numbers without * were called inactive; x = no result given. This is a subset, so the mix of outcomes need not match the whole.

SMILES | PG9 binder | UHRF1 binding | PRMT1 inh | NR1D1 modulator | rCAG binder | HTRA1 inhibitor | TCR CD3 inh | ABHD4 inh | MBD2 DNA inh | LEDGF integ inh
COc1nccnc1NS(=O)(=O)c1ccc(NCc2cc(Br)ccc2O)cc1 | 2.6 | 0 | 4 | -7 | 16 | 0 | -4 | 1 | -2 | 0
Cc1cc(=O)n2[nH]c(-c3ccc(F)cc3)nc2n1 | 0.0 | -3 | -3 | 1 | -2 | 7 | -2 | 0 | 2 | 0
COC(=O)CN1C(c2ccc(Cl)cc2)=Nc2ccc(Cl)cc2C1c1ccccc1 (stereo unspecified) | -0.8 | 5 | 4 | -4 | 5 | -41 | -6 | -19 | 5 | -3
CCOC(CNc1ncnc2sc(-c3ccccc3)cc12)OCC | 0.2 | -2 | 2 | 0 | 3 | -32 | -1 | -1 | 2 | 0
O=C(O)c1ccc(CNC(=O)c2ccc(S(=O)(=O)N3CCCCC3)cc2)cc1 | 1.9 | 7 | 5 | 0 | 0 | 10 | -8 | -12 | -1 | -1
Cc1onc(-c2ccccc2)c1C(=O)Nc1cccc(S(=O)(=O)NC2=NCCC2)c1 | -1.2 | -3 | 0 | 1 | 4 | 8 | 6 | 1 | -8 | -6
CC(=O)Nc1ccc(S(=O)(=O)NCc2nc(-c3ccc(C)cc3)no2)cc1 | -0.5 | -1 | -1 | -3 | 1 | 4 | 1 | -2 | -5 | -3
C[C@H]1C2CC(OC(=O)Nc3ccc4c(c3)OCO4)C(C2)[C@H]2CCCCN21 (stereo partly specified) | x | 3 | -10 | 2 | 0 | x | x | 0 | -3 | 1
COc1ccc(OC)c(C(=O)NC(CC(N)=O)c2ccc(NC(C)C)c([N+](=O)[O-])c2)c1 (stereo unspecified) | 0.8 | -2 | 1 | 5 | -2 | -10 | 1 | 0 | -5 | 0
O=[N+]([O-])c1ccccc1S(=O)(=O)NCCc1ccncc1 | 1.3 | -2 | -1 | -7 | 2 | 2 | -1 | 4 | 4 | 2
CCOc1cc(C(c2c(C)[nH][nH]c2=O)c2c(C)[nH][nH]c2=O)ccc1OS(=O)(=O)c1ccccc1 | -0.3 | -11 | 0 | -4 | 25 | 0 | 2 | -4 | -7 | 3
COc1ccc(NC(=O)c2nn(C)cc2[N+](=O)[O-])cc1 | 1.6 | 4 | -5 | -2 | 1 | 0 | -1 | -1 | 1 | 2
COc1ccc(-c2cn3c(C)c(C(=O)Nc4cccc(C)n4)sc3n2)cc1 | -1.4 | 1 | 6 | x | 7 | -11 | -5 | -2 | -2 | 0
O=C(Nc1ccccc1)c1ccc(NCc2cccnc2)c(S(=O)(=O)N2CCOCC2)c1 | -0.1 | -2 | -2 | -5 | 2 | -29 | 1 | 1 | -2 | 1
CSc1nc2nc3c(c(=O)n2[nH]1)CN(Cc1ccccc1)CC3 | -1.3 | -2 | 1 | 0 | -2 | 2 | -12 | 5 | 6 | 2
COC(=O)C1=NNC2(c3ccc(Cl)cc3)C(=O)N(c3ccc(Cl)cc3)C(=O)C12 (stereo unspecified) | 2.2 | -2 | -1 | 1 | -2 | -7 | -2 | -4 | 4 | 0
N#CCCn1cc(/C=N/NC(=O)c2ccncc2)c(-c2ccc(F)cc2)n1 | -1.2 | -1 | 2 | 5 | -4 | 0 | 3 | 3 | -3 | -2
COc1ccc(C2C(C(=O)N3CCC(C)CC3)CC(=O)N2c2ccc(OC)cc2)cc1 (stereo unspecified) | x | 0 | -3 | 0 | 1 | x | x | -3 | -2 | -3
C=CCNC(=O)COc1ccc(S(=O)(=O)Nc2ccc(OCC)cc2)cc1 | -0.2 | 4 | 2 | 4 | -5 | -4 | -2 | 8 | 4 | -5
O=C(CN1CCOCC1)Nc1nc(-c2ccccc2)cs1 | -1.4 | -1 | -1 | 0 | 2 | 8 | 0 | -3 | 2 | -5
C[C@@H]1CN(Cc2nc(-c3ccc(Cl)cc3)no2)C[C@H](C)O1 | -1.2 | -2 | 0 | -2 | -4 | -7 | 3 | -1 | 0 | 1
O=C(O)c1cc(O)c2c(c1)[C@@H]([C@H]1c3cc(C(=O)O)cc(O)c3C(=O)c3c(O[C@@H]4O[C@H](CO)[C@@H](O)[C@H](O)[C@H]4O)cccc31)c1cccc(OC3O[C@H](CO)[C@@H](O)[C@H](O)[C@H]3O)c1C2=O (stereo partly specified) | 0.9 | 80* | 32* | -55 | 100* | 26 | 153* | 27 | 38* | 74*
Cc1ccc(NC(=O)CCC(C(=O)O)N2C(=O)c3ccccc3C2=O)cc1 (stereo unspecified) | -2.8 | 2 | 1 | 0 | 1 | 0 | -6 | -3 | 2 | -1
COc1cccc(C2CC(=O)N3CN(c4ccccc4F)CSC3=C2C#N)c1 (stereo unspecified) | -0.1 | -1 | 7 | -5 | 17 | -11 | 0 | 3 | 3 | -6
COc1cccc(NC(=O)CSc2ncnc3c2cnn3Cc2ccccc2)c1 | 1.8 | 3 | 2 | 1 | -2 | -7 | 3 | -1 | -7 | 5
O=[N+]([O-])c1cccc(C(=S)N2CCN(c3ccccc3F)CC2)c1 | -2.7 | 0 | 9 | 6 | 0 | -8 | -3 | -2 | 0 | 1
O=C(NCc1ccccc1)c1ccc(N2C(=O)C3CCCCC3C2=O)cc1 (stereo unspecified) | -3.7 | 0 | 0 | 3 | -2 | 6 | -2 | -6 | 3 | -3
Cn1c(=O)[nH]c(=O)c2c1nc(Br)n2CCOc1ccccc1 | 0.0 | 2 | -1 | 1 | 1 | 1 | -1 | 7 | 2 | 3
O[C@H]1CN(Cc2cccs2)[C@@H](c2ccc(Cl)cc2)C[C@@H]1n1cc(C2CC2)nn1 | -0.5 | -1 | -4 | -9 | 2 | 1 | 3 | -4 | -3 | -1
COC(=O)c1c(-c2cccs2)csc1NC(=O)CN1CCOCC1 | 0.7 | 1 | -4 | 19 | 1 | -12 | 3 | -3 | -2 | -4
CCOC(=O)CSCc1csc(CC(=O)Nc2ccccc2C)n1 | -2.2 | -1 | 0 | -9 | -2 | 4 | 6 | 9 | 0 | -3
CC(=O)N(CCC(Cc1ccccc1)c1ccc2c(c1)OCO2)Cc1ccccc1F (stereo unspecified) | -0.6 | 2 | 2 | 3 | 2 | -18 | -9 | -12 | 4 | -4
COc1ccc(CNC(=O)[C@H](C)NC(=O)N2CCn3c2nc2ccccc23)cc1 | -0.8 | 1 | 4 | -5 | -5 | 12 | -3 | 0 | -4 | 0
O=C(C[C@H]1C/C=C\CC[C@H](Cc2ccc(F)cc2)C(=O)O[C@@H](c2ccccc2)CNC1=O)N[C@H](CO)Cc1ccccc1 | -2.4 | 10 | 1 | -1 | -2 | -10 | 3 | 0 | 4 | -2
CCOc1ccc(OCCCC(=O)NCCc2ccc(OC)cc2)cc1 | -3.0 | 1 | -7 | 11 | -6 | 0 | 6 | -6 | -1 | 0
Cc1cc(N2CCCCC2)nc(SCc2ccc(C#N)cc2)n1 | 2.1 | 4 | 0 | 3 | 2 | -27 | -4 | -15 | -1 | 2
Cc1c(NC(=S)NC(=O)c2ccc(Cl)cc2)c(=O)n(-c2ccccc2)n1C | 0.9 | 4 | -1 | -1 | -1 | -3 | -10 | -2 | 0 | 5
CCCc1cc(=O)[nH]c2nnc(SCC(=O)Nc3cc(C)on3)n12 | 0.6 | 4 | -3 | 0 | 2 | 1 | -5 | 3 | -3 | 1
COc1ccc(OCc2cc(C(=O)NCc3cccc(C)n3)no2)c(Cl)c1 | -3.5 | 0 | -6 | 3 | 2 | -14 | 5 | -6 | -4 | 0
CC1(C(=O)NCc2ccc(C(F)(F)F)cc2)CCN1C1Cc2ccccc2C1 (stereo unspecified) | -0.3 | -2 | 1 | 2 | 0 | x | 3 | 0 | 2 | -1
Cc1cc(C)cc(NC(=O)CSc2nc3nc(C)cc(C)c3c(=O)[nH]2)c1 | -0.5 | 0 | 10 | 1 | 14 | -14 | -7 | -7 | 3 | -5
CCOc1ccc(NC(=O)N(CCCN2CCOCC2)Cc2cccnc2)cc1 | -0.2 | 0 | 1 | 1 | 1 | -1 | 8 | 6 | -1 | 2
O=C(NCCN1CCN(c2ccccc2F)CC1)C1CC(=O)N(C2CCCC2)C1 (stereo unspecified) | 0.3 | 3 | 1 | 2 | -9 | 6 | -2 | 3 | 4 | 1
O=C(O)c1ccccc1NC(=S)NC(=O)c1sc2ccccc2c1Cl | 9.8* | 4 | 32* | 8 | 18 | -1 | -6 | 0 | -3 | -8
Cc1c(NC(=O)Nc2ccc(Cl)c(Cl)c2)sc(=S)n1C | 0.8 | 1 | 16 | 1 | 13 | 16 | -12 | 21 | 5 | -3
CC1CCCCC1NC(=O)CSc1nnc(N)s1 (stereo unspecified) | -1.1 | 5 | 0 | -1 | 0 | -1 | -6 | -1 | 2 | 6
CC12CCC(C(=O)NCC3CCCO3)(OC1=O)C2(C)C (stereo unspecified) | -1.5 | -1 | 2 | 2 | 0 | 3 | 4 | 3 | 0 | -3
Cc1ccc2c(Cl)c(Cc3ccccc3)c(=S)[nH]c2n1 | -2.3 | 2 | 4 | 4 | 8 | 1 | 1 | -2 | -3 | 5
COc1cc(C(=O)N(Cc2ccccn2)CC2CCCO2)cc(OC)c1OC (stereo unspecified) | -0.4 | 0 | 1 | -3 | -5 | 6 | 10 | 1 | -2 | -1
O=C(NCCSc1ccccc1)c1ccco1 | -1.4 | -2 | -1 | 0 | 0 | 1 | -4 | 2 | 3 | -1
COC(=O)c1ccc2c(C)c(C3(O)CCCCC3)[nH]c2c1 | -1.7 | 2 | -1 | -4 | -4 | -12 | -4 | -2 | 1 | 0
Cc1ccc(-c2cc(C(=O)NN=Cc3ccc(N(C)C)cc3)[nH]n2)cc1C | x | 0 | 1 | -26 | 15 | x | x | 1 | -3 | 2
Cc1cccc(C)c1NC(=S)N(Cc1ccco1)C1CCN(C(C)C)CC1 | -1.8 | 0 | 2 | -4 | -1 | 6 | 9 | 3 | -2 | 3
O=C(O)C1Nc2c(O)cccc2C2C=CCC12 (stereo unspecified) | -3.0 | 74* | 19 | -42 | 82* | 50* | 72* | 44* | 37* | 70*
N#Cc1c(NC(=O)CCn2cnc3ccccc3c2=O)oc(-c2ccccc2)c1-c1ccccc1 | -0.3 | 3 | 4 | 7 | 19 | -55 | -6 | -63 | 7 | -3
O=C(CSc1nnc(-c2cccs2)n1Cc1ccco1)c1ccc2c(c1)OCO2 | -1.4 | 0 | 2 | 2 | 3 | -23 | 6 | -1 | 4 | 0
CCOC(=O)N1CCN(C2CCCN(C(=O)c3ccccc3SC)C2)CC1 (stereo unspecified) | -2.5 | -1 | 0 | -1 | 1 | 3 | 3 | -1 | 0 | 1

In the list so far, 2 have bromine.
SMILES | PG9 binder | UHRF1 binding | PRMT1 inh | NR1D1 modulator | rCAG binder | HTRA1 inhibitor | TCR CD3 inh | ABHD4 inh | MBD2 DNA inh | LEDGF integ inh
COc1nccnc1NS(=O)(=O)c1ccc(NCc2cc(Br)ccc2O)cc1 | 2.6 | 0 | 4 | -7 | 16 | 0 | -4 | 1 | -2 | 0
Cn1c(=O)[nH]c(=O)c2c1nc(Br)n2CCOc1ccccc1 | 0.0 | 2 | -1 | 1 | 1 | 1 | -1 | 7 | 2 | 3

Compound activity from PubChem.
